Source: PubChem BioAssay
Mtb BioA inh = blocks M. tuberculosis BioA enzyme activity; purified M. tuberculosis BioA enzyme, plate reader; inhibition, % at 9.99 µM; 0.096% of 360,000 active; in the data active = inhibition above about 40%
Starred values were filed as active, the others as inactive.

SMILES	Mtb BioA inh
COc1ccc(CNC(=O)C[C@@H]2C[C@H]3c4cc(NS(=O)(=O)c5ccc(F)cc5)ccc4O[C@H]3[C@H](CO)O2)cc1	-1.5
Cc1noc(C)c1NC(=O)Nc1ccc2c(c1)C(=O)N([C@@H](C)CO)C[C@@H](C)[C@@H](CN(C)S(=O)(=O)c1ccc(F)cc1)OCCCC[C@H](C)O2	-0.2
C/C=C/c1cnc2c(c1)C(=O)N([C@H](C)CO)C[C@H](C)[C@H](CN(C)Cc1ccccc1F)O2	-1.1
CO[C@H]1CN(C)C(=O)c2cc(NC(=O)C3CC3)ccc2OC[C@H](C)N(C(=O)c2cccnc2)C[C@H]1C	0.3
CN(C)C(=O)C[C@@H]1C[C@@H]2c3cc(NC(=O)c4cccnc4)ccc3O[C@@H]2[C@H](CO)O1	29.0
CC(=O)N1[C@@H]2Cn3c(ccc(C4=CCCC4)c3=O)[C@H]1[C@@H](C(=O)N[C@@H](C)c1ccccc1)[C@@H]2CO	-1.2
C[C@@H]1CN([C@@H](C)CO)C(=O)c2cccc(NS(=O)(=O)c3ccccc3)c2O[C@@H]1CN(C)Cc1ccc(-c2ccccc2)cc1	-0.3
CCCN1C[C@H](C)[C@@H](OC)CN(C)C(=O)c2ccc(NC(=O)COC)cc2OC[C@@H]1C	-3.5
COCC#Cc1cnc2c(c1)C(=O)N([C@H](C)CO)C[C@H](C)[C@@H](CN(C)S(=O)(=O)c1cccc(OC)c1)O2	3.5
CC(=O)N(C)C[C@H]1Oc2cc(C#Cc3ccccn3)ccc2S(=O)(=O)N([C@H](C)CO)C[C@@H]1C	-0.6
CC(C)=CCN(C(=O)C#Cc1ccccc1)[C@H](CO)c1ccccc1	1.1
C[C@H](CO)N1C[C@H](C)[C@H](CN(C)S(=O)(=O)c2cccs2)OCCCC[C@H](C)Oc2ccc(NS(=O)(=O)c3ccc(F)cc3)cc2C1=O	0.2
C[C@H](CO)N1C[C@H](C)[C@H](CN(C)CC2CC2)Oc2ccc(NC(=O)c3ccncc3)cc2CC1=O	-1.6
C[C@H]1CCCCO[C@H](CN(C)C(=O)Nc2ccc3c(c2)OCO3)[C@@H](C)CN([C@@H](C)CO)C(=O)c2cc(NC(=O)Nc3cccc4ccccc34)ccc2O1	-1.0
C[C@@H]1CN([C@H](C)CO)C(=O)c2cc(NC(=O)Nc3ccc4c(c3)OCO4)ccc2O[C@@H](C)CCCCO[C@@H]1CN(C)CC1CCCCC1	-0.1
Cc1cccc(-c2ccc([C@@H]3[C@@H](CO)N4CCCCN(CCC(F)(F)F)C[C@H]34)cc2)c1	-1.5
C[C@H]1CN([C@@H](C)CO)C(=O)c2cc(NS(C)(=O)=O)ccc2O[C@@H]1CN(C)Cc1ccc(Cl)c(Cl)c1	5.0
CC(C)C#Cc1ccc2c(c1)O[C@@H](CN(C)C(=O)Nc1ccccc1)[C@H](C)CN([C@@H](C)CO)S2(=O)=O	-2.9
COc1cccc(-c2cnc3c(c2)C(=O)N([C@@H](C)CO)C[C@@H](C)[C@@H](CN(C)Cc2ccccc2)O3)c1	0.0
C[C@@H]1CN([C@H](C)CO)C(=O)c2cc(NC(=O)CCN3CCOCC3)ccc2O[C@@H]1CN(C)S(=O)(=O)c1ccccc1	1.1
COc1ccccc1NC(=O)N1C[C@@H]2[C@H](c3ccccc31)[C@@H](CO)N2C(=O)C1CC1	-1.0
C[C@@H]1CCCCO[C@H](CN(C)S(=O)(=O)c2cccs2)[C@H](C)CN([C@@H](C)CO)C(=O)c2cc(N(C)C)ccc2O1	1.4
CCCC#Cc1cnc2c(c1)C(=O)N([C@H](C)CO)C[C@@H](C)[C@@H](CN(C)S(=O)(=O)c1cn(C)cn1)O2	-1.1
CNC[C@@H]1Oc2ccc(NC(=O)c3ccncc3)cc2CC(=O)N([C@@H](C)CO)C[C@@H]1C	-0.5
C[C@@H]1CCCCO[C@@H](CN(C)Cc2ccc(Cl)c(Cl)c2)[C@H](C)CN([C@@H](C)CO)C(=O)c2cc(NS(=O)(=O)c3cn(C)cn3)ccc2O1	-0.1
C[C@@H]1CN([C@@H](C)CO)C(=O)c2cc(NS(=O)(=O)c3ccccc3)ccc2O[C@@H](C)CCCCO[C@H]1CN(C)C(=O)Cc1ccccc1	0.7
C[C@H](CO)N1C[C@H](C)[C@@H](CN(C)Cc2ccncc2)OCCCC[C@H](C)Oc2ccc(NC(=O)Nc3ccc(F)cc3)cc2C1=O	-1.3
O=C(NCC[C@H]1CC[C@@H](NC(=O)C2CCCCC2)[C@H](CO)O1)c1ccc(F)cc1	-1.8
COc1ccccc1CNC(=O)C[C@@H]1C=C[C@H](NC(C)=O)[C@H](CO)O1	-1.2
COc1cccc(S(=O)(=O)N[C@@H]2CC[C@@H](CC(=O)NCc3ccc(F)cc3)O[C@@H]2CO)c1	-0.2
C[C@@H]1CN([C@H](C)CO)C(=O)c2cc(NS(=O)(=O)c3ccc(Cl)cc3)ccc2O[C@@H](C)CCCCO[C@@H]1CN(C)C(=O)CCCN(C)C	0.9
C/C=C/c1ccc2c(c1)O[C@H](CN(C)C(=O)Nc1ccccc1)[C@H](C)CN([C@@H](C)CO)S2(=O)=O	0.8
CC(C)CC#Cc1ccc2c(c1)O[C@H](CN(C)C(=O)c1ccccc1)[C@@H](C)CN([C@H](C)CO)S2(=O)=O	-0.2
C[C@H]1CCCCO[C@@H](CN(C)Cc2ccccc2)[C@@H](C)CN([C@@H](C)CO)C(=O)c2cc(N(C)C)ccc2O1	0.1
C[C@@H]1CCCCO[C@@H](CN(C)C(=O)c2ccccc2)[C@@H](C)CN([C@H](C)CO)C(=O)c2cc(NC(=O)Cc3ccccc3)ccc2O1	6.6
CN(C)C(=O)C[C@@H]1CC[C@H]2[C@@H](COc3ccc(NC(=O)c4ccc(F)c(F)c4)cc3C(=O)N2C)O1	3.4
CN(C)C(=O)c1cccc(-c2ccc([C@@H]3[C@@H](CO)N4CCCCN(C(=O)C5CCC5)C[C@@H]34)cc2)c1	2.2
CCCC#Cc1ccc2c(c1)O[C@H](CN(C)C(=O)c1ccccn1)[C@H](C)CN([C@H](C)CO)S2(=O)=O	0.1
C[C@@H]1CN([C@@H](C)CO)C(=O)c2ccccc2-c2ccccc2CO[C@@H]1CN(C)C(=O)c1ccc(F)cc1	0.1
COc1ccc(S(=O)(=O)Nc2ccc3c(c2)CC(=O)N([C@H](C)CO)C[C@@H](C)[C@H](CN(C)S(=O)(=O)c2cn(C)cn2)O3)cc1	-1.7
C[C@@H]1CN([C@H](C)CO)C(=O)c2cc(N(C)C)ccc2O[C@@H](C)CCCCO[C@@H]1CN(C)Cc1ccncc1	2.4
C[C@H](CO)N1C[C@H](C)[C@H](CN(C)C)Oc2ccc(NS(=O)(=O)c3cccs3)cc2C1=O	1.4
C[C@@H](NC(=O)C[C@H]1C=C[C@@H](NC(=O)CN2CCOCC2)[C@@H](CO)O1)c1ccccc1	-1.7
COCC(=O)N1C[C@@H]2[C@H](c3ccccc31)[C@@H](CO)N2C(=O)c1ccncc1	3.4
N#C[C@@H]1N[C@H](CO)[C@H]1c1ccccc1	-0.2
C[C@H]1CN([C@@H](C)CO)C(=O)c2cc(-c3cccc(F)c3)cnc2O[C@@H]1CN(C)Cc1cccc(F)c1	-1.4
CCCN(C)C[C@@H]1Oc2cc(C#CC3CCCC3)ccc2S(=O)(=O)N([C@@H](C)CO)C[C@H]1C	-0.5
C[C@H](CO)N1C[C@H](C)[C@H](CN(C)C(=O)CCN(C)C)OCc2ccccc2-c2ccccc2C1=O	1.4
C[C@H](CO)N1C[C@H](C)[C@@H](CN(C)Cc2ccc(F)cc2)Oc2ncc(C#CCN(C)C)cc2C1=O	0.5
C[C@@H]1CN([C@H](C)CO)C(=O)c2cc(NC(=O)c3ccccc3)ccc2O[C@@H](C)CCCCO[C@H]1CN(C)C(=O)Nc1ccc(F)cc1	-0.5

The list continues.
SMILES	Mtb BioA inh
C[C@@H]1CN([C@H](C)CO)S(=O)(=O)c2ccc(C#CC3CC3)cc2O[C@H]1CN(C)Cc1ccccc1	-1.5
CO[C@@H]1CN(C)C(=O)c2cc(NC(=O)c3ccccc3)ccc2OC[C@H](C)N(C(=O)C2CC2)C[C@@H]1C	-1.4
CC(C)CC#Cc1cnc2c(c1)C(=O)N([C@H](C)CO)C[C@H](C)[C@@H](CN(C)C(=O)CC1CC1)O2	-1.4
COc1ccc(NC(=O)N[C@@H]2CC[C@@H](CCNS(=O)(=O)c3cccc(Cl)c3)O[C@@H]2CO)cc1	-4.8
CNC[C@H]1Oc2cc(-c3ccccc3F)ccc2S(=O)(=O)N([C@H](C)CO)C[C@H]1C	-4.1
CC(=O)N1[C@H](CO)[C@@H]2c3ccccc3N(C(=O)Nc3cc(F)ccc3F)C[C@@H]21	-1.7
CC=Cc1ccc2n(c1=O)C[C@H]1[C@H](CO)[C@@H](C(=O)NCCC)[C@@H]2N1C(=O)Nc1cc(F)ccc1F (mixture of isomers)	0.6
C[C@@H]1CN([C@@H](C)CO)C(=O)Cc2cc(NC(=O)C3CC3)ccc2O[C@@H]1CN(C)Cc1ccc2c(c1)OCO2	0.6
C[C@H](CO)N1C[C@H](C)[C@@H](CN(C)C(=O)CCN(C)C)OCc2ccccc2-c2c(n(C)c3ccccc23)C1=O	-3.0
C[C@@H]1CN([C@H](C)CO)C(=O)c2c(c3ccccc3n2C)-c2ccccc2CO[C@@H]1CN(C)S(=O)(=O)CC(F)(F)F	1.0
COCC(=O)N1C[C@@H]2[C@H](c3ccccc31)[C@H](CO)N2C(=O)C1CCOCC1	-4.8
O=C(C[C@H]1CC[C@@H](NC(=O)c2ccc(F)cc2)[C@@H](CO)O1)NCCc1ccncc1	-2.0
C[C@H]1CN([C@@H](C)CO)C(=O)c2cccc(NC(=O)C3CCOCC3)c2O[C@@H]1CN(C)C(=O)Nc1ccccc1	-1.6
CCCN(C)C[C@@H]1OCCCC[C@H](C)Oc2ccc(NS(=O)(=O)c3ccc(C)cc3)cc2C(=O)N([C@@H](C)CO)C[C@H]1C	17.1
CC(C)CC#Cc1ccc2c(c1)O[C@@H](CN(C)C(=O)C1CCOCC1)[C@H](C)CN([C@@H](C)CO)S2(=O)=O	-3.2
C[C@H]1CCCCO[C@H](CN(C)C(=O)Nc2ccc3c(c2)OCO3)[C@@H](C)CN([C@@H](C)CO)C(=O)c2cc(NS(=O)(=O)c3ccc(Cl)cc3)ccc2O1	-0.3
CNC[C@@H]1Oc2ncc(-c3cncnc3)cc2C(=O)N([C@@H](C)CO)C[C@H]1C	-6.5
C[C@H](CO)N1C[C@H](C)[C@@H](CN(C)C(=O)Nc2ccc3c(c2)OCO3)Oc2ccc(NC(=O)Cc3cn(C)c4ccccc34)cc2CC1=O	-2.8
C[C@@H]1CN([C@H](C)CO)C(=O)c2cccc(NS(=O)(=O)c3ccccc3)c2O[C@H]1CN(C)CC1CC1	0.6
O=C(C[C@@H]1CC[C@H]2[C@@H](COC[C@H](O)CN2C(=O)c2ccncc2)O1)Nc1ccc(-c2ccccc2)cc1	-0.2

No new results follow: entries from further up.
SMILES	Mtb BioA inh
C[C@@H]1CN([C@H](C)CO)C(=O)c2cccc(NS(=O)(=O)c3ccccc3)c2O[C@H]1CN(C)CC1CC1	0.6
O=C(C[C@@H]1CC[C@H]2[C@@H](COC[C@H](O)CN2C(=O)c2ccncc2)O1)Nc1ccc(-c2ccccc2)cc1	-0.2

Part of the list above in order of heavy-atom count, low to high.
SMILES	Mtb BioA inh
CC(C)=CCN(C(=O)C#Cc1ccccc1)[C@H](CO)c1ccccc1	1.1
O=C(NCC[C@H]1CC[C@@H](NC(=O)C2CCCCC2)[C@H](CO)O1)c1ccc(F)cc1	-1.8
CN(C)C(=O)C[C@@H]1C[C@@H]2c3cc(NC(=O)c4cccnc4)ccc3O[C@@H]2[C@H](CO)O1	29.0
C[C@@H]1CN([C@H](C)CO)S(=O)(=O)c2ccc(C#CC3CC3)cc2O[C@H]1CN(C)Cc1ccccc1	-1.5
CN(C)C(=O)c1cccc(-c2ccc([C@@H]3[C@@H](CO)N4CCCCN(C(=O)C5CCC5)C[C@@H]34)cc2)c1	2.2
CC(C)CC#Cc1ccc2c(c1)O[C@H](CN(C)C(=O)c1ccccc1)[C@@H](C)CN([C@H](C)CO)S2(=O)=O	-0.2
C[C@@H]1CN([C@@H](C)CO)C(=O)c2ccccc2-c2ccccc2CO[C@@H]1CN(C)C(=O)c1ccc(F)cc1	0.1
COc1ccc(S(=O)(=O)Nc2ccc3c(c2)CC(=O)N([C@H](C)CO)C[C@@H](C)[C@H](CN(C)S(=O)(=O)c2cn(C)cn2)O3)cc1	-1.7
Cc1noc(C)c1NC(=O)Nc1ccc2c(c1)C(=O)N([C@@H](C)CO)C[C@@H](C)[C@@H](CN(C)S(=O)(=O)c1ccc(F)cc1)OCCCC[C@H](C)O2	-0.2
C[C@H]1CCCCO[C@H](CN(C)C(=O)Nc2ccc3c(c2)OCO3)[C@@H](C)CN([C@@H](C)CO)C(=O)c2cc(NC(=O)Nc3cccc4ccccc34)ccc2O1	-1.0

Next section
SMILES	Mtb BioA inh
COCC#Cc1ccc2c(c1)O[C@@H](CN(C)C(=O)COC)[C@H](C)CN([C@@H](C)CO)S2(=O)=O	-0.7
Cc1noc(C)c1NC(=O)N[C@@H]1CC[C@@H](CCNC(=O)C2CCCCC2)O[C@H]1CO	-1.2
C[C@H](CO)N1C[C@H](C)[C@H](CN(C)S(C)(=O)=O)Oc2ccc(NC(=O)Nc3cccc4ccccc34)cc2C1=O	-0.9
C[C@@H](NC(=O)C[C@H]1C[C@@H]2c3cc(NC(=O)CC4CC4)ccc3O[C@@H]2[C@H](CO)O1)c1ccccc1	0.5
Cc1ccc(CN(C)C[C@@H]2OCc3cnnn3CCCC(=O)N([C@H](C)CO)C[C@@H]2C)cc1	-1.6
Cc1ccc(S(=O)(=O)N(C)C[C@H]2OCCCC[C@@H](C)Oc3ccc(NS(=O)(=O)c4ccccc4)cc3C(=O)N([C@@H](C)CO)C[C@@H]2C)cc1	-1.3
CCC(=O)N1C[C@@H](C)[C@H](OC)CN(C)C(=O)c2ccc(NS(C)(=O)=O)cc2OC[C@@H]1C	0.5
O=C(C[C@H]1CC[C@H]2[C@@H](COC[C@@H](O)CN2S(=O)(=O)c2ccc(F)cc2)O1)NCc1ccc(Cl)c(Cl)c1	-2.1
O=C(Nc1ccc(C(F)(F)F)cc1)Nc1ccc2c(c1)[C@H]1C[C@@H](CC(=O)N3CCc4ccccc4C3)O[C@@H](CO)[C@H]1O2	-3.8
CN1C(=O)c2cc(NC(=O)Nc3ccc(F)cc3)ccc2OC[C@@H]2O[C@@H](CC(=O)NC3CCC3)CC[C@H]21	3.9

A portion of the library, so the mix of outcomes need not match the whole.
